Source: PubChem
PAX8 inh HTS: inhibitors of PAX8 transcriptional activity in RMG-I cells; RMG-I TPO-luciferase reporter, SteadyGlo, 24 h; inhibition, % at 12.6 µM; 1.2% of 360,000 active; AID 652154;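 active = mean replicate inhibition at least 60% with every replicate also reaching 60%; inconclusive = only one of the two criteria is met; inactive = mean below 60% and not all replicates reaching 60%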;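 note: luciferase light reporting Pax8 driven TPO promoter activity; plate controls were median of neutral control wells for no effect and mitoxantrone controls for full effect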
CFTR F508del cor: correctors of CFTR F508del function in bronchial epithelial cells. CFBE cells, YFP halide quenching; stimulated with forskolin plus potentiator P3; % fluorescence drop versus neutral controls. activity (quench increase), % at 7.58 µM. 0.36% of 350,000 active. AID 720511;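 active = mean added fluorescence quench of at least 8% versus neutral control, with both replicates also reaching 8%; inconclusive = only one of the mean or replicate conditions met; inactive = mean below 8% and not both replicates reaching 8%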;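 note: cells transiently co-express mutant CFTR-F508del with the halide-sensitive YFP; corrector assay measuring rescue of mutant channel to the surface after 24 h compound exposure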
FN deposition inh: fibronectin deposition inhibition | AID 743247 | AH1F fibroblasts, Alexa488-fibronectin deposition fluorescence, overnight | inhibition, % at 12.6 µM | 0.086% of 350,000 active;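 active = mean inhibition across replicates of 30% or more, regardless of how many single replicates reach that level; inconclusive = mean under 30% yet at least half of replicates reach 30%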;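 note: positive control wells lacked labelled fibronectin entirely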
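Material – AH1F fibroblast monolayer, labelled fibronectin deposition · Reagent – labelled fibronectin 24 nM · Timing – 1 h adhesion, overnight exposure · Measured by – fluorescence at 485 nm excitation, 525 nm emission · Read-out – inhibition of fibronectin deposition signal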
DENV2 CPE rescue: inhibitors of DENV2 cytopathic effect. DENV2-infected cells, cytopathic effect rescue, plate reader. CPE inhibition, % at 9.99 µM. 1.7% of 350,000 active. AID 651640; in the data active = CPE inhibition above about 20%, passing the limit was not always enough; inconclusive = no clear call, values can overlap the other calls; tested in BHK-21 cells;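 note: 0% = median of neutral control wells and 100% = median of positive control wells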
EWS-Fli block: blocks EWS/Fli oncoprotein-driven transcription; inhibition, % at 12.6 µM; A673 NR0B1-luciferase reporter, viability-normalised; AID 651661; 0.67% of 350,000 active;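 active = mean inhibition of at least 50% after viability correction, with every replicate also passing that limit; inconclusive = mean reaches 50% but only one of two replicates passes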;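 note: firefly luciferase signal divided by Alamar Blue viability fluorescence both relative to DMSO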
miR-122 sensor: inhibitors of miR-122 in Huh7 cells | Huh7 miR-122 Renilla luciferase sensor, 48 h; neutral wells = 0, positive control = 100 | activation (reporter increase), % at 12.5 µM | 0.3% of 340,000 active | AID 602342;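 active = mean replicate activation score at least 90 and every replicate individually at or above 90; inconclusive = only one of the two criteria met; inactive = neither criterion met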;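 note: higher luciferase means less miR-122 activity so hits act as miR-122 inhibitors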
INS-1E GSIS act: primary screen for activators of insulin secretion dependent on glucose, INS-1E cells, GLuc reporter luminescence; AID 743287; 0.61% of 370,000 active; activation, % at 16.6 µM; INS-1E GLuc reporter insulin secretion, 2-3 h;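 active = lowest replicate activation of at least 40%, so every replicate reaches that level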;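 note: 0% = median of neutral control wells and 100% = median of IBMX positive control wells; some compounds called inactive have numbers as strong as hits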
Starred values were filed as active, the others as inactive; ? = inconclusive; nt = no result given; & = joins results of further samples; [ ] = remark or other dose.

canonical_smiles	PAX8 inh HTS	CFTR F508del cor	FN deposition inh	DENV2 CPE rescue	EWS-Fli block	miR-122 sensor	INS-1E GSIS act
CC(C)C(=O)Nc1ccc(-c2ccc3nncn3n2)cc1	2	0.8	2	0	-11	-1	28
Cc1c(C(=O)NC2=NCCS2)cccc1[N+](=O)[O-]	-19	-2.3	-1	8	9	-5	-1
COc1cc(NC(=O)c2cc(=O)[nH]c3ccc(S(=O)(=O)N4CCOCC4)cc23)cc(OC)c1	-9	1.7	4	-2	3	-11	-9
O=C(NC1CCOc2ccccc21)c1ccccn1 (configuration not stated)	11	3.1	0	11	5	1	23
O=c1c2ccccc2[nH]c(=S)n1CCCn1ccnc1	-6	-0.1	0	-4	12	-5	9
O=C(Nc1ccc(O)cc1)c1ccccc1OCc1ccccc1	22	-1.0	-1	15	14	-6	6
Cc1noc(C)c1NC(=O)Nc1cccc2c1O[C@@H](CN(C)Cc1ccc(-c3ccccc3)cc1)[C@H](C)CN([C@H](C)CO)C2=O	38	0.0	nt	39*	2	-7[16.7 µM]	-27
CC(=O)N(C)C[C@H]1Oc2ncc(-c3ccc(C#N)cc3)cc2C(=O)N([C@H](C)CO)C[C@@H]1C	nt	-2.6	1	?	-2	-3[16.7 µM]	24
O=C(NC12CC3CC(CC(C3)C1)C2)OCCNC1CCCCC1	-12	2.3	-1	1	0	nt	10
COC[C@H](NS(=O)(=O)c1ccc(Br)cc1F)[C@@H](O)c1ccccc1	-10	-2.3	-3	-3	5	3	22
O=C(/C=C/[C@H]1O[C@@H](n2ccc(=O)[nH]c2=O)[C@H](O)[C@@H]1O)N1CCN(CCc2ccccc2)CC1	8	1.6	-4	-18	1	-6	-3
Cc1noc(C)c1NC(=O)N(C)C[C@@H]1Oc2ccc(NC(=O)Nc3ccc(F)cc3)cc2C(=O)N([C@@H](C)CO)C[C@@H]1C	nt	-0.9	nt	15	-4	-1[16.7 µM]	-4
CCOc1ccc(C(=O)NCC(=O)OCc2c(C)noc2C)cc1OCC	4	2.9	nt	4	-2	nt	30
COc1ccccc1NC(=O)N[C@@H]1CC[C@@H](CC(=O)N[C@@H](C)c2ccccc2)O[C@@H]1CO	-2	1.8	2	4	5	nt	-8
Cc1ccc(C)c(S(=O)(=O)N2CCN(CC(=O)Nc3ccc([N+](=O)[O-])cc3)CC2)c1	6	nt	1	-1	2	0	nt
COc1ccc2c3c([nH]c2c1)[C@H](CO)N(Cc1cccc(F)c1)CC31CCN(CC2CC2)CC1	nt	-4.8	nt	-33	-2	nt	-8
COC(=O)C(Cc1ccccc1)NC(=O)c1ccc(NS(=O)(=O)c2ccc3[nH]c(=O)[nH]c3c2)cc1 (configuration not stated)	-4	-2.7	1	9	-6	3	15
Cc1ccc(O)c([C@H](CCN(C(C)C)C(C)C)c2ccccc2)c1	-3&-1	-7.5&2.8	-5&0	?	-2&2	5&-5	-6&3
COc1ccc(Cl)cc1NC(=O)N1CCN(CCc2ccccc2)CC1	nt	1.0	nt	-3	3	-6	-23
O=C(Nc1cccc(S(=O)(=O)NC2=NCCC2)c1)c1ccc(=O)[nH]c1	2	-1.9	1	-2	-6	0	-5
CC1NC2(C(=O)N(Cc3ccccc3)c3ccccc32)C2C(=O)N(c3ccccc3)C(=O)C12 (configuration not stated)	2	1.6	3	3	-8	-4	-11
C[C@H](CO)N1C[C@H](C)[C@H](CN(C)C(=O)Nc2ccc(F)cc2)Oc2ccc(NC(=O)NC3CCCCC3)cc2CC1=O	4	1.3&2.0	-3&1	-7&-4	-12&5	10[16.7 µM]	18&-23
C[C@@H]1CN([C@H](C)CO)C(=O)c2cccc(NC(=O)NC3CCCCC3)c2O[C@@H]1CN(C)CC1CCCCC1	nt	4.7	nt	-11	6	-3[16.7 µM]	0
COc1cccc(OCC(O)CNC(C)c2ccccc2)c1 (configuration not stated)	-5	-2.1	-11	-1	-2	-7	-2
N#Cc1nc(Cc2cccc3ccccc23)oc1NCCCN1CCOCC1	nt	-0.2	nt	-1	2	2	5

(next part)
canonical_smiles	PAX8 inh HTS	CFTR F508del cor	FN deposition inh	DENV2 CPE rescue	EWS-Fli block	miR-122 sensor	INS-1E GSIS act
CCC(=O)N1CC[C@H]2[C@H](CO)Nc3ccc(C#Cc4cccnc4)cc3[C@H]21	-5	0.3	23	?	-5	-9[16.7 µM]	18
O=C(/C=C/c1ccco1)N(Cc1cccc(Br)c1)C1CCS(=O)(=O)C1 (configuration not stated)	-3	-0.3	-5	-2	-6	-1	nt
C[C@@H]1CN([C@H](C)CO)C(=O)c2cccc(NS(=O)(=O)c3ccc(Cl)cc3)c2O[C@H]1CN(C)Cc1ccc(C(=O)Nc2ccccc2N)cc1	-10	1.3	-11	-3	35	nt	0
COCC(=O)Nc1ccc2c(c1)C(=O)N(C)[C@H]1CC[C@@H](CC(=O)NCCCN(C)C)O[C@@H]1CO2	-31	1.0	9	?	-12	-32[16.7 µM]	12
CCN(CC)C(=O)CSc1nc2c(sc(=S)n2-c2ccccc2)c(=O)[nH]1	-2	7.8	7	1	-1	nt	-4
CC(=O)C1=C(C)OC(N)=C(C#N)C1c1cc([N+](=O)[O-])ccc1Cl (configuration not stated)	-4	nt	1	?	17	nt	-20
CCCN1CCN(c2nc3c([nH]2)c(=N)ncn3CC(O)CO)CC1 (configuration not stated)	-1	nt	7	nt	nt	-2	nt
O=C(COC(=O)c1ccc(F)c(S(=O)(=O)N2CCOCC2)c1)Nc1ccc2c(c1)OCO2	-6	-2.1	2	-6	1	nt	-8
COc1ccc(OC)c(C2C(C#N)=C(N)N(N(C)C)C3=C2C(=O)CCC3)c1 (configuration not stated)	11	0.7	1	-2	2	nt	3
CN1CCN(C(=O)[C@H]2[C@H](CO)[C@H]3Cn4c(ccc(C5=CCCC5)c4=O)[C@H]3N2Cc2nccs2)CC1	-20	-3.1	nt	2	-7	1[16.7 µM]	15
C[C@H](CO)N1C[C@H](C)[C@@H](CN(C)S(=O)(=O)c2ccc(Cl)cc2)Oc2ccc(N(C)C)cc2CC1=O	20	0.4	nt	-15	5	1[16.7 µM]	-2
Cc1nn(CC(=O)NC2CCCC2)c(C)c1[N+](=O)[O-]	0	-2.7	0	?	-4	-13	7
CC(C)C[C@@H](CN)NC(=O)c1nc[nH]c1C(=O)N[C@@H](C)C(=O)CNC[C@H](CC(C)C)NC(=O)c1nc[nH]c1C(=O)N[C@@H](Cc1ccccc1)C(=O)O	9	0.0	3	?	1	0	8
CC(OC(=O)c1ccc(NC(=O)CC#N)cc1)C(=O)Nc1nc(-c2ccccc2)cs1 (configuration not stated)	-41	-2.8	-6	-3	-51	2	9
CC1CCN(C2CCN(C(=O)c3ccccc3F)CC2)CC1	7	0.8	-3	-1	0	nt	nt
CCC(=O)N(C)C[C@H]1Oc2cc(-c3cncnc3)ccc2S(=O)(=O)N([C@H](C)CO)C[C@H]1C	nt	-4.1	1	2	-14	-2[16.7 µM]	9
COC(=O)[C@@H](Cc1ccccc1)NC(=O)NCCc1ccc(OC)c(OC)c1	5	-0.8	-2	0	-2	3	7
COc1cccc(Oc2nc(N)ncc2[N+](=O)[O-])c1	-3	-5.7	1	-1	1	-5	-10
CC(=O)N[C@@H]1CC[C@H](CCNC(=O)C2CCC2)O[C@H]1CO	-17	-2.3	-13	11	-5	nt	5
CCCC/C(O)=C1\C(=O)CCCC1=NCCc1c(C)[nH]c2ccc(OC)cc12	11	-1.2	-2	-1	5	1	-5
O=C(C[C@@H]1CC[C@@H]2[C@H](COC[C@H](O)CN2Cc2cc(F)ccc2F)O1)NCc1ccc(Cl)cc1	17	2.0	13	3	11	-1[16.7 µM]	-18
Cc1nc2cc(-c3cccs3)nn2c(NCC(C)(C)CN(C)C)c1C	-32	-0.4	nt	16	5	nt	6
Cn1c(=O)c2[nH]c(NN=Cc3ccccc3)nc2n(C)c1=O	-10	0.4	-2	7	2	-1	0
O=C(NN=C1CCCCCCCCCCC1)c1ccncc1	6	-1.5	-10	-1	5	3	-3
O=C1c2ccccc2NC(c2ccc(Br)o2)N1O (configuration not stated)	-86	1.0	-7	-12	-66	0	-1

The listing continues.
canonical_smiles	PAX8 inh HTS	CFTR F508del cor	FN deposition inh	DENV2 CPE rescue	EWS-Fli block	miR-122 sensor	INS-1E GSIS act
CC(=O)Nc1ccc(S(=O)(=O)N(C)CC(=O)OCCOc2cccc(C)c2)cc1	-5	-1.1	1	1	6	nt	-18
O=C(NC1CC1)c1ccc(CS(=O)c2ccccc2)o1 (configuration not stated)	-4	1.9	0	-8	-5	-3	-11
CN(C(=O)c1cccc(NC(=O)Cc2cccc(NC(=O)C3CCCN(C(=O)C4CCCC4)C3)c2)c1)C1CC1 (configuration not stated)	-9	0.4	1	?	2	-6	-4
COc1ccc(Cl)cc1N(CC(=O)N1CCCC1)S(=O)(=O)c1ccc(C)cc1	10	-1.1	-4	1	4	141*	10
Nc1nonc1-n1nnc(C(=O)N/N=C/c2ccc(Cl)cc2)c1-c1ccc2c(c1)OCO2	4	-1.0	5	3	nt	-4	1
COc1ccc(-c2nnc(SCC(=O)Nc3ccc(C(=O)O)cc3)n2-c2ccc(Cl)cc2)cc1	3	0.3	-8	6	11	-3	-21
CCOC(=O)CC1OC(=O)c2cc3c(cc21)C(=O)OC3CC(=O)OCC (configuration not stated)	-8	0.2	6	13	1	3	13
COc1ccc(CCN(C)C2CCCN(C(=O)Cn3cccn3)C2)cc1OC (configuration not stated)	13	-1.6	0	1	nt	-5	20
CN(Cc1ccc(Cl)c(Cl)c1)C(=O)CN1C(=O)NC2(CCCC2)C1=O	4	-0.3	6	11	-7	nt	-3
C[C@@H]1CN([C@H](C)CO)C(=O)c2cc(NC(=O)Nc3cccc4ccccc34)ccc2O[C@@H](C)CCCCO[C@@H]1CN(C)S(=O)(=O)c1ccc(F)cc1	22	1.0	5	-2	-8	7[16.7 µM]	18
Cc1ccc(OCc2cc(C(=O)N3CCC(Oc4cccnc4)CC3)no2)cc1C	-3	-0.5	-6	3	-4	-11	-37
N#Cc1c(-c2ccccc2)cc(-c2ccccc2)nc1Br	3	2.1	3	7	1	0	18
CN(CC(=O)Nc1c(Cl)cccc1Cl)C(=O)c1ccccc1-c1nc2ccccc2s1	14	5.6	-2	7	-3	-7	2
CCOc1ccccc1OCCn1nnc2ccccc21	-5	nt	5	nt	nt	2	18
CO[C@@H]1CN(C)C(=O)c2cc(NC(=O)c3cnccn3)ccc2OC[C@@H](C)N(C(=O)C2CC2)C[C@@H]1C	-7	-2.9	4	1	-11	nt	7
Cc1ccc(NC(=O)COc2ccc3c(c2)CCC3)nc1	-35	-1.1	-4	14	-11	nt	-3
COc1ccc(OC)c(C2NC(=S)NC3=C2N2CCC3CC2)c1 (configuration not stated)	-4	0.5	-6	-11	-4	nt	6
Oc1ccccc1C=NNC(=S)Nc1ccc(F)cc1	-34	7.5	10	-5	-24	nt	-16
C=CCNC(=O)c1ccc2c(c1)nnn2C	11	nt	-2	nt	nt	-3	nt
C[C@H]1CN([C@@H](C)CO)C(=O)c2cc(NC(=O)Cn3cnnn3)ccc2O[C@H]1CN(C)S(=O)(=O)c1ccccc1	nt	-0.8	nt	-7	-5	-7[16.7 µM]	-6
CC(=O)Nc1ccc(NC(=O)CC2(CC(=O)N3CCOCC3)CCCC2)cc1	-12	2.9	-3	-1	-5	14	11

Three compounds out of the list, ordered by length of the SMILES, descending:
canonical_smiles	PAX8 inh HTS	CFTR F508del cor	FN deposition inh	DENV2 CPE rescue	EWS-Fli block	miR-122 sensor	INS-1E GSIS act
CO[C@@H]1CN(C)C(=O)c2cc(NC(=O)c3cnccn3)ccc2OC[C@@H](C)N(C(=O)C2CC2)C[C@@H]1C	-7	-2.9	4	1	-11	nt	7
CC(=O)Nc1ccc(NC(=O)CC2(CC(=O)N3CCOCC3)CCCC2)cc1	-12	2.9	-3	-1	-5	14	11
O=C(NC1CC1)c1ccc(CS(=O)c2ccccc2)o1 (configuration not stated)	-4	1.9	0	-8	-5	-3	-11
